# From PubChem BioAssay
# MITF primary – inhibitors of human MITF | O75030 | AlphaScreen MITF homodimerization, bead proximity signal | inhibition, % at 2.6 µM | 0.91% of 650,000 active | AID 1259374; in the data active means inhibition above about 50%;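 further: 0% = vehicle wells with protein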
# Target sequence (O75030 whole entry, looked up): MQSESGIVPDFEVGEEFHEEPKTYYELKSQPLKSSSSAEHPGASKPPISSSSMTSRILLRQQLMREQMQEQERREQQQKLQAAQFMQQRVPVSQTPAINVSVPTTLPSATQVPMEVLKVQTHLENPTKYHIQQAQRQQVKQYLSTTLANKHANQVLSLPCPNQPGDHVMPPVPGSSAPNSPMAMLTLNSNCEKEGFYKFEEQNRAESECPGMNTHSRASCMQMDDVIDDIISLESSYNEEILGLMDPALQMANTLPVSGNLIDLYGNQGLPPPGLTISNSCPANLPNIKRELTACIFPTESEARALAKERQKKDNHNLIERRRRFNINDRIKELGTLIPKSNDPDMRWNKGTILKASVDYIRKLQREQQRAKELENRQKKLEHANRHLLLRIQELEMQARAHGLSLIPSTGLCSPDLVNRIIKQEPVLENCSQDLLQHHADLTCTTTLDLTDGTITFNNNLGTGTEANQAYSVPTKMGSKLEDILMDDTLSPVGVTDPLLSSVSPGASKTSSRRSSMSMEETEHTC
# TEAD-YAP block – TEAD-YAP interaction inhibition; 1.4% of 640,000 active; inhibition, % at 9.12 µM; HEK-TIYL cells, TEAD-Gal4/YAP UAS-luciferase luminescence; in the data active means inhibition above about 32%;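 further: 0% = median of test compound wells and 100% = reference inhibitor wells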
# FBW7 activator – activators of human E3 ligase FBW7. AlphaScreen FBW7–phospho-cyclin E peptide binding, activator screen. normalized activity (activation), % at 26.1 µM. 0.13% of 650,000 active. AID 1259310; in the data active means normalized activity above about 1.9%;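 further: purified mutant Fbw7 with reduced substrate affinity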
# GPR151 activ – activators of human GPR151; PathHunter beta-arrestin GPR151 cells, luminescence; activation, % at 11.2 µM; 1% of 650,000 active; in the data active means activation above about 4.9%;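 further: 0% = median of compound wells and 100% = cells with positive control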
# Target sequence (Q8TDV0 whole entry, looked up): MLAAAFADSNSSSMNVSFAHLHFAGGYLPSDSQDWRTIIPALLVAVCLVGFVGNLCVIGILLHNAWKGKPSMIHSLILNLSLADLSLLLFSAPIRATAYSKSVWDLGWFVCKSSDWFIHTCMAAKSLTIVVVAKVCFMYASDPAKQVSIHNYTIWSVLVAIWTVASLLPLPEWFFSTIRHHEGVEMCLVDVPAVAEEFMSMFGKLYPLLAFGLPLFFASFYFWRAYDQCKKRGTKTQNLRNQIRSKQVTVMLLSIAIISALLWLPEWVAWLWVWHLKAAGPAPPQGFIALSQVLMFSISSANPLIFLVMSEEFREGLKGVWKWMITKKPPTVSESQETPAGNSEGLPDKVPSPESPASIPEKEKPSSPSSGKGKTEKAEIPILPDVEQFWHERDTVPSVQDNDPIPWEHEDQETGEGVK
# * hit, by the source's call.
molecule	MITF primary	TEAD-YAP block	FBW7 activator	GPR151 activ
N#Cc1ccc(OCc2ccccc2C(=O)O)cc1	-9	-12	0.0	-2.5
N=C1S/C(=C/c2ccc(-c3cc(Cl)cc(Cl)c3)o2)C(=O)N1c1nonc1N	1	-2	-0.1	1.1
N#Cc1ccc(-c2ccc(OCC3CNC(=O)O3)cc2)cc1 (centres undefined)	5	-19	-0.1	0.1
CCOC(=O)C1(Cc2ccc(OC)cc2)CCN(C(=O)C2CCCC2)CC1	-10	-9	0.0	1.1
COC(=O)c1cnc(Nc2ccc(OC)c(Cl)c2)c2ccccc12	9	-13	2.4*	0.3
COc1cc(NC(=O)COc2ccccc2OC)cc(OC)c1	-7	-5	-0.1	0.7
CCCCc1ccc(OCC(=O)NN)cc1	-10	-3	0.0	2.4
COc1cccc(-c2nc3sc4c(c3c(=O)n2CC(=O)Nc2ccc(C)c(F)c2)CCCC4)c1	2	-7	-0.1	1.7
COc1ccc(CC(=O)Nc2ccc(Br)c(C)c2)cc1OC	15	10	0.0	0.9
CCCCOc1ccc(C(=O)Nc2ccc3nc(SCC(=O)Nc4ccc(C(C)C)cc4)sc3c2)cc1	-5	4	-0.1	1.3
CCOC(=O)C1CCCN(C(=O)c2cc(S(=O)(=O)N3CCOCC3)cn2C)C1 (centres undefined)	5	-1	0.0	9.2*
O=C(NCCN1CCOCC1)C1CCC(=O)N1C1CCCCC1 (centres undefined)	-1	-12	0.0	-2.7
O=C(NCC1CCCN(CCCn2cccn2)C1)C1(c2ccc(Cl)cc2)CC1 (centres undefined)	1	11	-0.1	1.8
O=C(CCCSc1nc(-c2ccco2)cc(C(F)(F)F)n1)Nn1cnnc1	-4	7	-0.1	2.1
CCc1nnc(/N=C/c2c(C)[nH]n(-c3ccc(Cl)cc3)c2=O)s1	15	8	0.0	-0.2
OC(COc1ccc(Cl)cc1)CN1CCN(c2ccccc2F)CC1 (centres undefined)	0	-17	0.0	1.0
Cc1ccccc1-n1c(O)c(/C=C2\C=Nc3ccccc32)c(=O)[nH]c1=O	1	6	-0.1	-0.3
COc1ccc(N(C(=O)Cc2ccc(F)cc2)C2C=CS(=O)(=O)C2)c(OC)c1 (centres undefined)	1	-3	0.0	0.7
CC(C)CC(NS(=O)(=O)c1ccc2c(c1)oc(=O)n2C)C(=O)NC1CCCCC1C (centres undefined)	-2	2	-0.1	0.4
COc1ccc(NC(=O)c2cc(Br)ccc2Cl)c([N+](=O)[O-])c1	23	1	-0.4	1.6
CCCOC(=O)c1ccc(NC(=S)NC(=O)c2cccs2)cc1	-1	-8	-0.2	-0.6
CCOC(=O)N1CCN(S(=O)(=O)c2ccc(C(=O)Nc3ccc(OC)cc3[N+](=O)[O-])cc2)CC1	2	4	0.0	1.5
CC(=O)c1ccc(NC(=O)c2ccc(C)cc2C)cc1	18	-57	0.0	-2.8
CCN(c1ccccc1)S(=O)(=O)c1cccc(C(=O)NNC(=O)c2ccc(C)cc2)c1	1	-7	-0.1	-1.3
CCOC(=O)CCN(Cc1c(Cl)cccc1Cl)S(=O)(=O)c1ccc(F)c(C)c1	8	-8	0.5	-0.1
Cc1ccc2c(Cl)c(C(=O)NCc3cccnc3)sc2c1	-4	3	-0.2	-0.8
CCOC(=O)C1=C(C)NC2=C(C(=O)C(C(=O)OCC)C(c3cccc(OC)c3)C2)C1c1cccc(OC)c1 (centres undefined)	1	3	0.1	-0.3
O=C(Nc1ccc2c(c1)OCO2)c1csc(Nc2ccc(-n3ccnc3)cc2)n1	21	-30	0.1	0.4
CC(=O)c1sc(N)c(C(=O)Nc2ccc(C)cc2C)c1C	-4	-1	0.0	0.7
CCCNc1nc(Nc2ccccc2)nc2c1ncn2-c1ccccc1	-8	-6	-0.1	-0.8
CC(CCCC(C)(C)O)NC(=O)c1cccc(OC2CCN(C(=O)C3CC3)CC2)c1 (centres undefined)	7	-3	-0.1	-1.9
O=C(COc1ccc(S(=O)(=O)N2CCCCC2)cc1)Nc1ccc2c(c1)OCO2	-5	0	-0.2	3.6
COc1ccc(C2=NN(c3ccc(Cl)cc3Cl)C(c3ccc(Cl)cc3)C2)cc1 (centres undefined)	9	9	0.2	1.0
N#Cc1c(NC(=O)CSc2n[nH]c(N)n2)oc(-c2ccccc2)c1-c1ccccc1	-5	3	0.0	0.1
N#CC1=C(N)n2c(s/c(=C\c3cccc(Br)c3)c2=O)=C(C#N)C1c1cccc(Br)c1 (centres undefined)	-8	0	-0.1	-0.5
OC1CCN(c2cc(-c3cncc(-c4ccc(F)cc4)c3)nc(-c3ccccc3)n2)CC1	9	12	-0.1	1.5
CCOc1cc(/C=C/C(=O)c2ccc(C#N)cc2)ccc1O	7	-4	-0.1	-1.3
COc1cc2cc3c(N)c(C(N)=O)sc3nc2cc1OC	10	6	0.0	0.2
Cc1ccc(C)c(N(C)S(=O)(=O)c2ccc3[nH]cc(C(=O)N4CCC5(CC4)OCCO5)c(=O)c3c2)c1	17	7	-0.1	-0.1
CC(=O)Nc1ccc(Nc2cc(C)nc(-c3ccc(C(=O)N4CCN(C)CC4)cc3)n2)cc1	6	2	0.0	2.2
Cc1cccc(C(=O)OCC(N)=O)c1O	4	7	-0.1	-1.0
c1ccc2[nH]c(CNc3cc(-c4ccc(N5CCOCC5)nc4)ncn3)nc2c1	-4	-35	-0.2	-1.1
O=C(CSc1nnc(Cc2ccccc2)o1)c1ccc(F)cc1	20	-3	0.3	0.2
COc1cc(C2C3=C(Nc4nc(N)[nH]c(=O)c42)c2ccccc2C3=O)ccc1O (centres undefined)	12	2	-0.6	-0.3
CCOC(=O)c1cc(S(=O)(=O)Nc2cc(OC)cc(OC)c2)cn1C	-14	12	0.1	0.2
CC1(C)CC(NC(=O)c2ccco2)C(C)(C)N1O (centres undefined)	15	11	0.0	0.7
CCOC(=O)Nc1snc(C)c1C(=O)OCC	3	-1	0.0	-1.1
Cc1cn2c(=O)c(C(=O)Nc3ccc(C(C)(C)C)cc3)cnc2s1	6	3	0.2	2.8
O=C(c1cn(-c2ccccc2)nc1-c1ccncc1)N1CCOCC1	19	-12	0.5	2.5
COc1ccc(OC)c(/C=N\NC(=O)c2ccc(=O)n(C)c2)c1	-10	7	0.0	0.0

# Additional compounds:
molecule	MITF primary	TEAD-YAP block	FBW7 activator	GPR151 activ
O=C(Cc1ccccc1)c1ccc(O)cc1O	12	-5	0.2	1.1
Cc1ccc(S(=O)(=O)NC2CCS(=O)(=O)C2)cc1[N+](=O)[O-] (centres undefined)	2	-2	-0.1	0.3
Cc1ccc(-c2noc(CCC(=O)Nc3ccccc3N3CCN(C)CC3)n2)cc1	22	0	-0.1	-0.7
Cc1nc(NC(=O)c2ccc(Br)cc2)sc1C(=O)N1CCOCC1	-1	-11	-0.1	-0.3
C[C@H]1[C@H](C)CC[C@]2(C=O)CC[C@]3(C)C(=CC[C@@H]4[C@@]5(C)C[C@@H](O)[C@H](O)[C@@](C)(CO)[C@@H]5CC[C@]43C)[C@H]12	25	-4	0.2	0.8
CCOC(=O)N1CCN(S(=O)(=O)c2ccc(F)c(C(=O)Nc3ccc(CC)cc3)c2)CC1	14	5	-0.1	1.2
Cc1ccc(CN2C(=O)CSc3ccc(C(=O)NC4CCCCCCC4)cc32)cc1	6	-8	0.1	0.9
COc1ccccc1C1CC(c2ccc(Cl)cc2)=NN1c1cc(Cl)ccc1Cl (centres undefined)	-9	-1	0.4	-0.4
Cc1cccc(C(Sc2ccccc2N)C(O)C(=O)OC(C)C)c1 (centres undefined)	-7	0	0.0	-1.4
O=C1OC(c2ccccc2F)=N/C1=C\c1ccc(Cl)cc1Cl	12	-2	0.2	0.1
CCOC(=O)c1cc2c(=O)n3ccccc3nc2n(Cc2ccco2)c1=NC(=O)c1cccc(C(F)(F)F)c1	-3	-13	0.1	-1.5
CCC(C)NCCOc1ccccc1[N+](=O)[O-] (centres undefined)	33	12	0.2	1.0
O=C(OCC(=O)N1CCc2ccccc21)c1ccccc1Cl	4	-1	0.7	-4.5
O=C(Cc1ccccc1)NCC(=O)OCc1ccc(I)cc1	6	7	0.1	4.1
CC(C)(C)c1cc(C(=O)CN2C=CC(=C(O)NCCCO)C=C2)cc(C(C)(C)C)c1O	13	14	-0.2	-0.1
O=C(Nc1ccc2nn(-c3cccc(Cl)c3)nc2c1)c1ccc(-c2ccc(Cl)cc2)o1	9	-12	-0.3	1.1
C=C(C)CSc1nc2ccccc2c(=O)n1C	-26	-5	0.2	-1.8
O=C(CSc1c[nH]c2ccccc12)Nc1ccc2c(c1)OCO2	11	10	-0.1	1.7
O=C(COc1ccc(Br)cc1)Nc1cccc(NC(=O)c2cccs2)c1	-7	-4	-0.1	1.7
Cc1ccccc1Nc1cc(C(=O)O)c2ccccc2n1	2	-12	0.1	0.1
Oc1ccc2ccccc2c1/C=N/n1c(-c2ccncc2)n[nH]c1=S	18	6	0.3	-1.8
O=C(O)c1cc(C(=O)O)cc(N2C(=O)C3C4CCC(C4)C3C2=O)c1 (centres undefined)	-9	-17	0.0	-0.4
CC(C)C(NC(=O)CSc1ccccc1)C(C)C	-3	13	0.4	0.6
O=C1OC(C2CCCCC2)=N/C1=C\c1ccc2c(c1)OCO2	-3	-1	0.2	-0.2
O=C(NCC1CCC2(CCN(Cc3ccccn3)CC2)O1)c1cc(-c2ccccc2)n[nH]1 (centres undefined)	11	-5	-0.1	-1.8

# Some of the entries so far, field by field:
C=C(C)CSc1nc2ccccc2c(=O)n1C
  MITF primary = -26
  TEAD-YAP block = -5
  FBW7 activator = 0.2
  GPR151 activ = -1.8

O=C(CSc1c[nH]c2ccccc12)Nc1ccc2c(c1)OCO2
  MITF primary = 11
  TEAD-YAP block = 10
  FBW7 activator = -0.1
  GPR151 activ = 1.7

O=C(COc1ccc(Br)cc1)Nc1cccc(NC(=O)c2cccs2)c1
  MITF primary = -7
  TEAD-YAP block = -4
  FBW7 activator = -0.1
  GPR151 activ = 1.7

Cc1ccccc1Nc1cc(C(=O)O)c2ccccc2n1
  MITF primary = 2
  TEAD-YAP block = -12
  FBW7 activator = 0.1
  GPR151 activ = 0.1

# The main list resumes with the 4 entries that preceded the break.
molecule	MITF primary	TEAD-YAP block	FBW7 activator	GPR151 activ
O=C(O)c1cc(C(=O)O)cc(N2C(=O)C3C4CCC(C4)C3C2=O)c1 (centres undefined)	-9	-17	0.0	-0.4
CC(C)C(NC(=O)CSc1ccccc1)C(C)C	-3	13	0.4	0.6
O=C1OC(C2CCCCC2)=N/C1=C\c1ccc2c(c1)OCO2	-3	-1	0.2	-0.2
O=C(NCC1CCC2(CCN(Cc3ccccn3)CC2)O1)c1cc(-c2ccccc2)n[nH]1 (centres undefined)	11	-5	-0.1	-1.8
COc1ccc(C(=O)NNC(=O)C(NC(=O)c2ccccc2NC(=O)c2ccc(OC)cc2)C(C)C)cc1 (centres undefined)	-1	6	-0.3	0.9
O=C(Oc1ccc2ccc(=O)oc2c1)N1CCOCC1	-10	-2	-0.1	-0.8
CCCOC(=O)C1=C(C)NC2=C(C(=O)CC(c3ccc(Cl)cc3)C2)C1c1cc(OC)ccc1OC (centres undefined)	3	-4	0.0	-2.2
O=C(CN1CCN(c2ccccc2O)CC1)NC(=O)NC1CCCC1	8	-2	0.7	-0.1
CCc1ccc(S(=O)(=O)c2c[nH]c3ccc(OC)cc3c2=O)cc1	0	-9	-0.2	1.7
O=C(O)CN(CC(=O)O)c1nccs1	-9	-9	0.0	-0.3
Cc1cccc(C(=O)NNC(=O)c2ccc(F)cc2)c1	-6	-12	-0.2	1.6
CCOC(=O)N1CCC(n2c(SCC(=O)Nc3cccc(OC)c3)nc3ccccc3c2=O)CC1	-5	1	-0.1	-0.6
CCN1CC23C=CC(O2)C(C(=O)N2CCC(c4ccncc4)CC2)C3C1=O (centres undefined)	-5	2	-0.1	0.4
O=C(Cc1cccc2ccccc12)Nc1ccc(-c2nc3ccccc3s2)cc1	9	-10	0.2	-0.1
Cc1c(C(=O)NC(=S)Nc2ccc(NC(=O)c3cccs3)cc2)oc2ccccc12	-1	-4	0.1	0.7
CNC(C)c1ccc(-n2cncn2)cc1 (centres undefined)	2	2	0.1	2.8
COc1cccc(C2=CC(c3ccccc3F)n3ncnc3N2)c1 (centres undefined)	9	14	0.2	-0.9
COc1cc(CC2(CCC(=O)NCC(C)Oc3cccnc3)CCC(=O)N2)ccc1F (centres undefined)	17	-4	2.1*	0.0
Cc1cc(N2C(=O)C3C4C=CC(C5CC45)C3C2=O)c([N+](=O)[O-])cc1C (centres undefined)	20	5	0.0	-0.9
Cc1nn(C)c(C)c1-c1nc2ncnc(NCc3nc4ccccc4[nH]3)c2[nH]1	2	4	-0.3	1.6
C#CCSc1nnc(N2CCN(c3ccc(F)cc3)CC2)s1	16	-21	1.0	-2.4
COCC(C)NS(=O)(=O)c1ccc(NC(=O)c2ccccc2C)cc1 (centres undefined)	-10	-14	0.0	2.9
c1ccc(Cn2cnc(/N=C3\Nc4cccc5cccc3c45)n2)cc1	-3	-12	0.8	1.3
CCN(CC)C(=O)CSc1nc2c(sc(=S)n2-c2ccc(C)cc2C)c(=O)n1-c1ccccc1OC	-18	10	-0.1	-1.3
CC1CN(S(=O)(=O)c2ccc(C(=O)Nc3nc(-c4ccncc4)cs3)cc2)CC(C)O1 (centres undefined)	1	3	0.2	-1.7
